Nrf2 activator: qHTS of Nrf2 Activators | AREc32 ARE-luciferase reporter (MCF7-derived line), luminescence, 24 h | Potency, µM (titrated, usually from 46.1 µM), without a hit: top-dose activation, usual class: activators | 0.31% of 410,000 active; further: potency means the concentration at half of the fitted maximal effect; % of control where 0% means no effect; nearly all actives have a fitted effect of over 65% in size
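For detection, Steady-Glo was added and plates sat 30 min at RT; before that, AREc32_Fluc cells grown overnight in OPTI-MEM/5% FBS had been treated with 23 nL compound for 24 hr at 37 deg C.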
ATXN2 expr inh: Primary qHTS for Inhibitors of ATXN expression | Potency, µM (doses to about 57 µM), inactives show top-dose activity change, negative = inhibition, actives largely listed as inhibitors | HEK-293 ATXN2-luciferase reporter, luminescence, 24 h | AID 1745845, 2022 | 0.72% of 360,000 active; further: potency means the concentration at half of the fitted maximal effect; on the % scale 0 is the no-effect control and ±100 the full control effect; nearly all actives have a fitted effect of over 55% in size
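qHTS (up to 57 uM final) was run with 24 h compound exposure of reporter cells at 37 °C. Each well was multiplexed: SteadyGlo luminescence measured ATXN2-luciferase expression after a fluorogenic Gly-Phe-AFC viability readout (25 uM final).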
ATXN viability: Viability Counterscreen for Primary qHTS for Inhibitors of ATXN expression. S2 cells (HEK-293 line with an ATXN2-luciferase reporter) viability, CellTiter-Fluor protease fluorescence, 24 h. Potency, µM (doses to about 56.7 µM), hits mostly cytotoxic. 0.49% of 400,000 active. AID 651635, 2014; further: potency means the concentration at half of the fitted maximal effect; nearly all actives have a fitted effect of over 40% in size
A549 viability: Nrf2 qHTS screen for inhibitors: counterscreen for cytotoxicity. Potency, µM (doses to about 46 µM), for inactives: at the highest dose activity change, negative = cytotoxicity, usual class: inhibitors. AID 504648, 2011. 0.16% of 390,000 active. A549 ARE-Fluc cells, CellTiter-Fluor viability, 18-24 h; further: potency means the concentration at half of the fitted maximal effect; on the % scale 0 is the no-effect control and ±100 the full control effect
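Cytotoxicity counterscreen: CellTiter-Fluor fluorescence was measured in A549 ARE_Fluc cells after 18-24 h of compound exposure in a concentration series. The subsequent BugLite luminescent read reports ARE-luciferase activity.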
Nrf2 inh: Nrf2 qHTS screen for inhibitors | 2.1% of 360,000 active | A549 ARE-Fluc reporter, luciferase luminescence, 18-24 h | Potency, µM (highest dose often 46 µM), without a hit: at the highest dose activity change, negative = inhibition, usual class: inhibitors; further: potency means the concentration at half of the fitted maximal effect; on the % scale 0 is the no-effect control and ±100 the full control effect; nearly all actives have a fitted effect of over 60% in size
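Reporter: ARE-Fluc in A549. Exposure: 18-24 h, 37 °C, 5% CO2, 5% FBS OPTI-MEM. Readouts: fluorescent cytotoxicity (CellTiter-Fluor), then luminescent Nrf2 signal after BugLite.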
HepG2 viability: qHTS for Inhibitors of TGF-b: Cytotox Counterscreen; HepG2 CAGA-GFP viability, ATP luminescence, 18 h; Potency, µM (titrated, usually from 46.1 µM), for inactives: at the top dose activity change, negative = cytotoxicity, most hits filed as cytotoxic; 0.76% of 410,000 active; further: potency means the concentration at half of the fitted maximal effect; some results filed as inactive show a strong effect at the top dose
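CellTiter-Glo luminescence gave cytotoxicity after 18 hours at 37 degrees C. The cells were HepG2 CAGA-GFP in 1% FBS DMEM, stimulated with 500 pg/mL TGF-beta after compound addition. %Activity was normalised to no-cell wells (complete cell-killing) and DMSO (no toxicity), and curves were fitted and classified.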
TGFb SMAD3 inh: qHTS for Inhibitors of TGF-b. HepG2 CAGA-GFP TGF-b/SMAD3 reporter, GFP fluorescence, 18 h; TGF-beta stimulated, 500 pg/mL final. Potency, µM (top dose mostly 46.1 µM), for the others: at the top dose activity, negative = inhibition, actives largely listed as inhibitors. 1.2% of 410,000 active. AID 588855, 2011; further: potency means the concentration at half of the fitted maximal effect; on the % scale 0 is the no-effect control and ±100 the full control effect; nearly all actives have a fitted effect of over 65% in size
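Using HEPG2 CAGA-GFP reporter cells at 1000 cells/well, we pinned test compounds, stimulated with recombinant TGF-beta (500 pg/mL final) and measured total well GFP after 18 h.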
MCF10A rereplic: A quantitative high throughput screen for small molecules that induce DNA re-replication in MCF 10a normal breast cells | MCF 10A DNA re-replication, Hoechst nuclear intensity, 48 h | Potency, µM (top dose mostly 46.1 µM), for the others: top-dose activity, positive = re-replication, most hits filed as activators | 2.9% of 350,000 active | AID 624296, 2012; further: potency means the concentration at half of the fitted maximal effect; % of control where 0% means no effect; nearly all actives have a fitted effect of over 50% in size
IL-1B inflam inh: qHTS for Inhibitors of Inflammasome Signaling: IL-1-beta AlphaLISA Primary Screen | activity change, % at 57.5 µM | THP-1 LPS/ATP IL-1B secretion, AlphaLISA, 16 h; active compounds read low | 4.7% of 360,000 active; in the data active means activity change below about -50%; inconclusive means mostly about -30% to -49%; further: on the % scale 0 is the no-effect control and ±100 the full control effect
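Secreted IL-1B measured by AlphaLISA bead assay after 16 h compound exposure of THP-1 cells; compounds (final up to 57.5 uM) added 1 h before LPS (250 ng/mL) and ATP (1.25 mM) stimulation; lower signal means less secretion.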
The depositor's hits bear a star; i = inactive; ? = inconclusive; . = no result given; & = joins results of further samples; [ ] = dose if it differs, or a comment. Unless noted, the call rests on the fitted dose curve; in most records, active means well fitted curve in the direction sought with a large enough effect; inconclusive means small, poorly fitted or top-dose-only effect, or another doubt; inactive means no such curve, though single readings can be large; an effect the other way counts as inactive or inconclusive. Hits appear at their usual frequency; any-hit rate near 8.8%.

1) COc1ccc(C(=O)c2c(C(F)(F)F)oc3c2C(=O)c2ccccc2C3=O)cc1
2) COC(=O)c1ccc(C(=O)N(C)C2CCCN(Cc3ccccc3F)C2)nc1 (stereo not given)
3) Cc1ccc(-c2nc(CNC(=O)c3cc(C)on3)cs2)cc1
4) CC(O)c1nc2ccccc2n1CCCCOc1ccccc1 (stereo not given)
5) COc1ccccc1-c1cc2nc(NCc3cccc(Cl)c3)ccn2n1
6) CCN1CCCC1CNC(=O)Cn1cccc1C(=O)c1ccccc1 (stereo not given)
7) CCc1cc2c(cc3c(=O)n(CC(=O)N4CCCCC4)ncn32)s1
8) CC1=CC(C)C2(CO)COC(c3cccnc3)C1C2C (stereo not given)

Screen / compound no. | 1 | 2 | 3 | 4 | 5 | 6 | 7 | 8
TGFb SMAD3 inh | ? | 4% | -7% | ? | -32% | 18% | 11% | 11%
MCF10A rereplic | 4.1µM* | 8% | 8% | 21% | . | 3% | . | 2%
A549 viability | 7.3µM* | 0% | -1% | -5% | . | -4% | -2% | 4%
HepG2 viability | 1.1µM* | 6% | -12% | -24% | -47% | -2% | 0% | 3%
IL-1B inflam inh | ? | 25 | 0 | -3 | -20 | 3 | . | 22
Nrf2 activator | -3.0% | -1.0% | -0.5% | -0.1% | 3.8% | 0.0% | 0.8% | -0.4%
ATXN viability | 22µM* | i | i | i | i | i | . | i
Nrf2 inh | . | 7% | -32% | -10% | . | 1% | ? | -26%
ATXN2 expr inh | 32µM* | -20% | -25% | -15% | -35% | -1% | . | .

By substructure, those above containing four or more nitrogen atoms.
5) COc1ccccc1-c1cc2nc(NCc3cccc(Cl)c3)ccn2n1
7) CCc1cc2c(cc3c(=O)n(CC(=O)N4CCCCC4)ncn32)s1

Screen / compound no. | 5 | 7
TGFb SMAD3 inh | -32% | 11%
MCF10A rereplic | . | .
A549 viability | . | -2%
HepG2 viability | -47% | 0%
IL-1B inflam inh | -20 | .
Nrf2 activator | 3.8% | 0.8%
ATXN viability | i | .
Nrf2 inh | . | ?
ATXN2 expr inh | -35% | .

The list goes on.
9) CCC(C)Oc1ccccc1C1CC(=O)NC2=C1C(=O)CCC2 (stereo not given)
10) O=C(NCCC1=CCCCC1)C1CCCN(S(=O)(=O)c2cnc[nH]2)C1 (stereo not given)
11) O=C(Cn1cnc2c(nnn2Cc2ccc(Cl)cc2)c1=O)N1CCN(c2ccccc2)CC1
12) O=c1cc(-c2ccccc2)nc2nc[nH]n12
13) CCc1nnc(NC(=O)c2cc(OC)c(OC)cc2[N+](=O)[O-])s1
14) Cc1cc(C)n2nc(SCC(=O)Nc3ccccc3)nc2n1
15) CC(=O)c1ccc(NC(=O)C(C)O/N=C(\N)c2ccccc2)cc1 (stereo not given)
16) N=c1c2c(ncn1CCCO)Oc1cc(O)ccc1C2c1ccccc1 (stereo not given)

Screen / compound no. | 9 | 10 | 11 | 12 | 13 | 14 | 15 | 16
TGFb SMAD3 inh | 13% | -15% | ? | 1% | ? | -4%&1% | -21% | 1%
MCF10A rereplic | ? | -1% | 2% | 0% | 1% | 1% | 0% | 4%
A549 viability | ? | -2% | -3% | -10% | 0% | 2%&3% | 14% | -3%
HepG2 viability | 5% | 6% | -28% | 3% | 3% | -5%&-3% | -2% | -9%
IL-1B inflam inh | 61 | 10 | -10 | 0 | 13 | -14 | 14 | 7
Nrf2 activator | 0.3% | -0.9% | -0.3% | -0.1% | -0.8% | 1.7%&-0.9% | 2.2% | -0.7%
ATXN viability | ? | i | ? | i | i | i | i | i
Nrf2 inh | . | -4% | ? | -10% | -2% | -7%&-15% | -23% | 1%
ATXN2 expr inh | -19% | 1% | -28% | -33% | 5% | -1%&-16% | -1% | 2%

A second format for some results above:
Each structure is followed by: TGFb SMAD3 inh	MCF10A rereplic	A549 viability	HepG2 viability	IL-1B inflam inh	Nrf2 activator	ATXN viability	Nrf2 inh	ATXN2 expr inh
#16 N=c1c2c(ncn1CCCO)Oc1cc(O)ccc1C2c1ccccc1 (stereo not given)
    1%	4%	-3%	-9%	7	-0.7%	i	1%	2%
#9 CCC(C)Oc1ccccc1C1CC(=O)NC2=C1C(=O)CCC2 (stereo not given)
    13%	?	?	5%	61	0.3%	?	.	-19%

Other compounds
17) COc1ccccc1CNC(=O)c1cc(-c2ccccc2)n(Cc2cc(C)no2)n1
18) Cc1c(NS(=O)(=O)c2cccc([N+](=O)[O-])c2)c(=O)n(-c2ccccc2)n1C
19) COC(=O)C(Cc1ccc(OC(=O)c2ccc(C(F)(F)F)cc2)cc1)N1Cc2ccccc2C1=O (stereo not given)
20) CCOC(=O)C1CCCN(CC(=O)Nc2c(C(=O)OC)[nH]c3ccc(C)cc23)C1 (stereo not given)
21) O=C(CCN1CCCC1)c1cccs1
22) COc1ccc(CNc2ccc(C)cc2)cc1Br
23) CCOC(=O)CS(=O)(=O)c1nc(-c2ccccc2)cc(C(F)(F)F)n1
24) C[C@@]12C(=O)Nc3ccc(Cl)cc3C(=O)N1[C@H]1c3cc(Cl)ccc3OC[C@@H]1[C@@H]2c1ccccc1

Screen / compound no. | 17 | 18 | 19 | 20 | 21 | 22 | 23 | 24
TGFb SMAD3 inh | -2% | -1% | -2% | 2% | ? | 13% | ? | -6%
MCF10A rereplic | ? | -16% | 29% | 16% | 23µM* | 12% | ? | 0%
A549 viability | 6% | 1% | 1% | -8% | 2% | 2% | ? | 4%
HepG2 viability | -1% | 0% | -12% | -20% | -189% | -12% | -90% | -35%
IL-1B inflam inh | -8 | -3 | 32 | 59 | -13 | ? | -125* | 0
Nrf2 activator | 0.7% | -1.4% | 4.5% | -0.5% | ? | 2.3% | ? | 0.4%
ATXN viability | i | i | i | i | i | ? | i | i
Nrf2 inh | 1% | 5% | ? | -12% | 6% | 6% | ? | 18%
ATXN2 expr inh | -3% | 0% | 44%[activator] | -3% | 5% | 20% | -32% | -23%

25) COc1ccc(C2CC(=O)c3cc(-c4nc(-c5cccc([N+](=O)[O-])c5)cs4)c(=O)n(-c4ccccc4C)c3C2)cc1 (stereo not given)
26) CC(=O)N1CCCN(C(=O)c2ccc3nc(Cc4ccccc4F)oc3c2)CC1
27) COc1cccc(NC(=S)N(CCN(C)C)C(C)c2cccnc2)c1 (stereo not given)
28) COc1ccc(C)cc1NC(=O)C1CCC(CNS(=O)(=O)c2ccc3c(c2)CCCC(=O)N3)CC1 (stereo not given)
29) COc1ccc(CNC(=O)C(C)Sc2nc(-c3ccccc3)cc(C(F)(F)F)n2)cc1 (stereo not given)
30) CCOc1cc2sc(N3CCC(C(=O)Nc4ccccc4C(=O)OC)CC3)nc2cc1Br
31) Cc1cccc(N(C(=O)CNC(=O)c2ccco2)C(C(=O)NC2CCCC2)c2ccncc2)c1C (stereo not given)
32) Fc1ccc(NC(=S)Nc2cccc3ccccc23)cc1

Screen / compound no. | 25 | 26 | 27 | 28 | 29 | 30 | 31 | 32
TGFb SMAD3 inh | -7% | -6% | -3% | -9% | 10% | -20% | 13% | -10%
MCF10A rereplic | . | 1% | 2% | . | . | . | 16% | 11%
A549 viability | 3% | -3% | 15% | ? | -12% | 0% | -2% | 1%
HepG2 viability | 8% | -6% | -12% | -24% | -24% | 1% | -2% | -7%
IL-1B inflam inh | . | 14 | 17 | . | . | . | 42 | 6
Nrf2 activator | 4.7% | 7.7% | 0.0% | 0.6% | -1.1% | 0.5% | -0.4% | 14%
ATXN viability | i | i | i | . | i | i | i | ?
Nrf2 inh | ? | 18% | ? | 7.3µM* | -18% | 2% | 2% | -4%
ATXN2 expr inh | 1% | 13% | 6% | . | -11% | 2% | -9% | .

33) Cc1cc(C)cc(NC(=O)CN2CCc3cc4c(cc3C2C)OCCCO4)c1 (stereo not given)
34) O=C1/C(=C/Nc2cccc([N+](=O)[O-])c2)CCc2ccccc21
35) COc1cc(-c2noc(CCCC(=O)NCc3ccccc3)n2)cc(OC)c1OC
36) O=c1[nH]c(=O)n(CCOc2ccc(Cl)cc2)cc1Br
37) O=C(COC(=O)c1ccc(Br)cc1)NCc1ccccc1
38) COc1ccc(NC(=O)COc2coc(CN3CCCc4ccccc43)cc2=O)cc1
39) Cc1cc(C)nc(NC(=O)CSc2nn(-c3ccccc3)c(=S)s2)n1
40) CC(=O)NC(c1ccccc1)c1nc(-c2ccc3ccccc3c2)cs1 (stereo not given)
41) CSc1nsc(SCC(=O)Nc2ccc(C(N)=O)cc2)n1
42) CCOc1ccc2c(c1)C(N(CCN1CCOCC1)C(=S)Nc1ccccc1OC)CC(C)(C)O2 (stereo not given)

Screen / compound no. | 33 | 34 | 35 | 36 | 37 | 38 | 39 | 40 | 41 | 42
TGFb SMAD3 inh | ? | 0% | -4% | 5% | ? | -3% | 7% | ? | 24% | -8%
MCF10A rereplic | 18% | -3% | 3% | -1% | -5% | 0% | -2% | . | 2% | 2%
A549 viability | -17% | -14% | -12% | -3% | -3% | 4% | -1% | . | 8% | -12%
HepG2 viability | -27% | -29% | -8% | 1% | 4% | 2% | -1% | -36% | -15% | -6%
IL-1B inflam inh | -12 | -9 | 12 | -5 | 10 | 19 | 10 | -21 | -12 | ?
Nrf2 activator | -0.3% | ? | -0.1% | 0.4% | 0.3%[9.22 µM] | 0.1% | -0.4% | -0.3% | 11% | -0.8%
ATXN viability | i | i | i | i | i | ? | i | i | i | i
Nrf2 inh | 26µM* | ? | . | -11% | 10% | 11% | -7% | . | 13% | ?
ATXN2 expr inh | -25% | 65%[activator] | -8% | -5% | -14% | -12% | -6% | 1% | 33%[activator] | .

A few values from the list:
IL-1B inflam inh result of O=C(COC(=O)c1ccc(Br)cc1)NCc1ccccc1 = 10
ATXN2 expr inh result of CSc1nsc(SCC(=O)Nc2ccc(C(N)=O)cc2)n1 = 33%[activator]
HepG2 viability result of Cc1cc(C)nc(NC(=O)CSc2nn(-c3ccccc3)c(=S)s2)n1 = -1%
